LYPLA2 counter – LYPLA2 inhibitors, primary screen, counter-screen for PME1 inhibitor project, biochemical, fluorescence polarization, FP-Rh probe ABPP. Acyl-protein thioesterase 2 (Homo sapiens), O95372. recombinant LYPLA2. inhibition, % at 5.9 µM. hit rate 0.38% among 320,000. AID 2177, 2009;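 active = inhibition above the screen-wide mean plus 3 SD, limit set per campaign, cut at about 26% in these data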;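 note: 0% = LYPLA2 with DMSO and 100% = wells lacking LYPLA2 enzyme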
pPAFAH FP inh – pPAFAH enzyme inhibitors, primary screen, biochemical, fluorescence polarization, human. inhibition, % at 3.39 µM. recombinant pPAFAH, FP-rhodamine probe fluorescence polarization. hit rate 1.5% among 330,000. Platelet-activating factor acetylhydrolase (Homo sapiens), Q13093;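 active = inhibition above the mean inhibition across the screen plus 3 SD, cut at about 25% in these data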;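 note: inhibitors block binding of the rhodamine activity-based probe so polarization drops; 0% = enzyme with DMSO and 100% = wells lacking pPAFAH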
Target sequence (Q13093 whole entry, looked up): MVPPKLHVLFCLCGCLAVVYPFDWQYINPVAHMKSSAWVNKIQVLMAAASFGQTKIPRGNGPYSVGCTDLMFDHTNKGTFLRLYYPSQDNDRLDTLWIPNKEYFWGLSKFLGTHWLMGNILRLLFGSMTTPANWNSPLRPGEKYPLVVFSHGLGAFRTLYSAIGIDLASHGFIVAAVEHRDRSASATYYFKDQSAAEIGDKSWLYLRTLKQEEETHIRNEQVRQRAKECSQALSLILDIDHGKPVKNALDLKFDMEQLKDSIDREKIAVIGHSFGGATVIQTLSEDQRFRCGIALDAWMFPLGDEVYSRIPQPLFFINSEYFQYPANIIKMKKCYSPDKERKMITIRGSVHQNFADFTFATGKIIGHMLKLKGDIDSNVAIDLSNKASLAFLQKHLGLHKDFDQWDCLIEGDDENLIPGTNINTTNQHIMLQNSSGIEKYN
PAFAH2 inh – PAFAH2 enzyme inhibitors, primary screen, biochemical, fluorescence polarization, human; AID 492956, 2010; Platelet-activating factor acetylhydrolase 2, cytoplasmic (Homo sapiens), Q99487; recombinant PAFAH2, FP-rhodamine activity probe; inhibition, % at 3.39 µM; hit rate 0.99% among 340,000;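 active = inhibition above the mean over all tested compounds plus 3 SD, cut at about 30% in these data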;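 note: inhibitors block probe labeling of enzyme so polarization drops; 0% = enzyme with DMSO and 100% = wells lacking PAFAH2 protein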
PME-1 inh – PME-1 inhibitors via competitive probe labeling, primary screen, biochemical, fluorescence polarization, FP-Rh probe, HTS. recombinant PME-1. inhibition, % at 5.9 µM. hit rate 0.53% among 320,000. AID 2130, 2009;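 active = inhibition above the campaign mean of all compounds plus 3 SD, cut at about 26% in these data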;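 note: competitive labeling of PME-1 active site by serine hydrolase directed probe; 0% = PME-1 with DMSO and 100% = wells lacking PME-1 enzyme; inhibitors block probe labeling so polarization falls and inhibition rises; many of its hits are not listed in these tables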
Target sequence (Q9Y570 whole entry, looked up): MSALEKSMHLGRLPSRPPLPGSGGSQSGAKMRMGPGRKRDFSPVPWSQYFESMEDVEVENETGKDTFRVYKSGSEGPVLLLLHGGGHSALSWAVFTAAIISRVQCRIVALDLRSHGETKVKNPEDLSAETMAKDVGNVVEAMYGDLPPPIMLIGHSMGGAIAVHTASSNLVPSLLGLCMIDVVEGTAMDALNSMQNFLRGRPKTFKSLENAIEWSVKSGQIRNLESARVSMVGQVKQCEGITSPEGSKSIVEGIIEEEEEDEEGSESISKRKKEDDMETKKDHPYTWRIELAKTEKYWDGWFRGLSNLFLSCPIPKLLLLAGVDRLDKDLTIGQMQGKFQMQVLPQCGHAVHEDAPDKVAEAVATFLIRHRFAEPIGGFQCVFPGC
GSTO1 inh – inhibitors of recombinant GSTO1, primary screen, counter-screen for RBBP9 inhibitor project, biochemical, fluorescence polarization. hit rate 1.1% among 300,000. inhibition, % at 5.96 µM. AID 1974, 2009. activity-based probe fluorescence polarization;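 active = inhibition above the campaign mean inhibition plus 3 SD, cut at about 35% in these data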;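 note: 0% = GSTO1-1 with DMSO and 100% = wells lacking GSTO1-1 enzyme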
Target sequence (P78417 whole entry, looked up): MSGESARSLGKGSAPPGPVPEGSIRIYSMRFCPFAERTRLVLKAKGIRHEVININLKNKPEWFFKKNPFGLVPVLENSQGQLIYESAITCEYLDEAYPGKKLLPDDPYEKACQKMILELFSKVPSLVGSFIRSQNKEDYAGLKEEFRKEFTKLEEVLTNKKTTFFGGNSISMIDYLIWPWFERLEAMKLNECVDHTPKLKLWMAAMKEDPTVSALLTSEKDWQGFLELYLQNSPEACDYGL
LYPLA1 counter – LYPLA1 inhibitors, primary screen, counter-screen for PME1 inhibitor project, biochemical, fluorescence polarization, FP-Rh probe ABPP; inhibition, % at 5.9 µM; Acyl-protein thioesterase 1 (Homo sapiens), O75608; recombinant LYPLA1; hit rate 0.16% among 320,000;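 active = inhibition above the mean of all tested compounds plus 3 SD, set per campaign, cut at about 14% in these data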;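 note: inhibitors block serine hydrolase probe labeling of LYPLA1 so polarization falls; 0% = enzyme with DMSO and 100% = wells lacking LYPLA1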
PAFAH1B3 inh – PAFAH1B3 enzyme inhibitors, primary screen, biochemical, fluorescence polarization, human. inhibition, % at 3.39 µM. hit rate 0.28% among 340,000. AID 492972, 2010. Platelet-activating factor acetylhydrolase IB subunit alpha1 (Homo sapiens), Q15102. recombinant PAFAH1B3, FP-rhodamine probe;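 active = inhibition above the screen-wide average of all tested compounds plus 3 SD, cut at about 25% in these data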;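 note: 0% = enzyme with DMSO only and 100% = wells lacking PAFAH1B3 protein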
PAD4 inh – human PAD4 inhibitors, primary screen, biochemical, fluorescence polarization, 1536-well format; recombinant PAD4, RCA probe fluorescence polarization; inhibition, % at 6.36 µM; Protein-arginine deiminase type-4 (Homo sapiens), Q9UM07; hit rate 0.41% among 330,000;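 active = percent inhibition above a cutoff equal to the mean of all tested compounds plus 3 SD, cut at about 15% in these data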;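 note: 0% = PAD4 with RCA probe and DMSO and 100% = probe without PAD4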
PAFAH1B2 inh – PAFAH1B2 enzyme inhibitors, primary screen, biochemical, fluorescence polarization, human; recombinant PAFAH1B2, FP-rhodamine activity probe; inhibition, % at 3.39 µM; hit rate 1.2% among 340,000;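 active = inhibition above the mean of all tested compounds plus 3 SD, cut at about 24% in these data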;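 note: 0% = enzyme with DMSO and 100% = wells lacking PAFAH1B2; many of its hits are not listed in these tables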
The depositor's hits bear a star; nt = not tested or not shown. Not all compounds are listed (hit frequency here may not be typical).

compound	LYPLA1 counter	pPAFAH FP inh	PAFAH1B2 inh	PAFAH2 inh	LYPLA2 counter	PAFAH1B3 inh	GSTO1 inh	PME-1 inh	PAD4 inh
CCCn1c(NCc2cccc(OC)c2O)nc2ccccc21	3	5	7	-5	13	2	4	0	-2
O=C(Oc1cccc2ccccc12)C1CC1	0	-3	2	21	-3	7	1	3	-8
CCN(CC)C(=O)C(Cc1ccccc1)N1C(=O)c2ccccc2C1=O (stereo not given)	-6	4	1	-1	-2	2	-7	1	2
COc1ccc(S(=O)(=O)N(C)CC(=O)N2CCCC2)cc1Cl	-4	2	-5	-8	5	2	8	4	-1
CCC(C)(C)NC(=O)CN(C(=O)CCC(=O)Nc1nccs1)c1ccc(C)cc1	0	8	8	4	3	6	1	10	2
CC1=C(C(=O)Nc2cccc(C(=O)NCc3ccc(F)cc3)c2)SCCO1	-2	16	5	2	-2	-4	-1	-1	2
COc1ccc(C(C)=O)cc1COC(=O)Cn1cnc2ccccc2c1=O	0	3	0	-2	5	6	1	3	-3
CCOC(=O)c1sc2nc(C3CC3)cc(-c3ccc(OC)cc3)c2c1N	-7	-2	-1	-13	-4	8	7	-5	0
COC(=O)COc1cccc(/C=N/NC(=O)CCSc2ccccc2)c1	4	0	0	4	3	-8	9	4	-3
Cc1ccc(C)c(NC(=S)N2CCC(NC(=O)C3CCCCC3)CC2)c1	2	5	-1	0	7	7	7	1	-1
COc1ccccc1N1CCN(S(=O)(=O)c2c[nH]c(=O)[nH]c2=O)CC1	0	3	1	-6	-4	9	0	0	1
CCC(=O)Nc1ccc(NC(=O)C23CC4CC(CC(C4)C2)C3)cn1	3	2	13	9	-3	1	-5	-5	0
Cc1ccccc1-c1ccnc2[nH]n(-c3ccccc3)c(=O)c12	0	6	3	0	-2	6	6	0	-1
CC(=O)Nc1ccc(Br)cc1C(=O)C(=O)O	7	1	0	-8	8	10	8	4	0
O=C(CN1CCC(O)(c2ccc3c(c2)OCO3)CC1)OC1CCCCC1	4	2	-5	5	6	7	1	-2	-6
COc1ccc(NC(=O)NNc2cc(N3CCOCC3)nc(N3CCOCC3)n2)cc1	-2	-3	6	2	-6	5	10	3	-1
O=C(NCC(=O)N1CCN(c2ccccc2)CC1)c1ccccc1	-1	7	6	6	1	8	1	-6	-1
O=C(COc1cc(Cl)c(Cl)cc1Cl)N1CCN(c2ccccn2)CC1	-1	-1	nt	nt	2	nt	0	-1	-2
CCOc1ccc(C(=O)NC(=S)Nc2ccccn2)cc1[N+](=O)[O-]	1	2	0	4	7	0	0	1	2
Cc1ccc(S(=O)(=O)N2CCCCC2C(=O)N2CCN(c3ccccc3F)CC2)cc1 (stereo not given)	-1	2	-2	6	6	10	2	-2	2
COc1ccc(-n2c(=S)[nH]c3cc(C(=O)NCCCN4CCCC4=O)ccc3c2=O)cc1	-6	-1	3	2	0	8	4	8	3
CCN1C(=O)[C@H]2[C@@H](c3ccc(-c4ccc(C(C)=O)cc4)c(OC)c3)N3CCCC[C@@]3(C(=O)OC)[C@H]2C1=O	nt	-3	-2	2	nt	1	nt	nt	-4
Cc1ccc(SCC(=O)NNC(=O)CCS(=O)(=O)c2ccccc2)cc1	nt	1	16	-7	nt	16	nt	nt	-3
CCOC(=O)c1ccccc1NC(=O)COC(=O)c1ccccc1C(=O)N(C)c1ccccc1	0	4	1	6	-1	3	2	4	0
Nc1c(C(=O)Nc2cccc(C(=O)O)c2)sc2nc3c(cc12)CCCC3	-2	5	7	15	1	12	-3	26*	0
C=CCNC(=S)NC(=O)c1ccc(C)c(Br)c1	1	4	1	-3	0	-2	0	-2	1
COc1ccc(CCNC(=O)CCCOc2ccc(C)cc2)cc1OC	1	6	3	0	3	-9	-3	-3	3
CC(NC(=O)C1CC=CCC1C(=O)O)C1CC2CCC1C2 (stereo not given)	-3	1	22	2	2	0	0	-6	-1
O=C(Cc1cccc2ccccc12)N/N=C/c1ccc(F)cc1	-1	3	0	-4	0	5	-5	0	-1
O=C1N[C@H](Cc2ccccc2)COC(=O)[C@@H](Cc2ccc(F)cc2)C/C=C\C[C@H]1CC(=O)N(CCO)Cc1ccccc1	nt	8	9	7	nt	-3	nt	nt	4
CC1=NN(c2ccccc2)C(=O)C1C(=O)c1ccc([N+](=O)[O-])cc1 (stereo not given)	2	5	-2	4	8	5	-5	3	-13
C=CCN1C(=O)/C(=C\c2ccco2)C(C(=O)OC)=C1C	-3	5	2	-2	3	0	3	6	1
COc1ccc(CN2CCC(N3CC(C)OC(C)C3)CC2)c(OC)c1OC (stereo not given)	-1	0	1	6	5	9	0	1	-7
Cc1ccccc1NC(=S)NN1CCN(C)CC1	1	3	1	-4	13	5	13	-2	2
Cc1ccc(CSc2ccc(-c3ccc4c(c3)OCO4)nn2)cc1	2	8	0	5	3	7	-1	0	-1
CSCc1cc(N2CCCC2)nc(-c2ccccc2)n1	0	4	3	1	-1	2	-11	-4	2
C[C@H](NC(=O)COc1ccc(Cl)cc1)C(=O)N1CCC2(CC1)NCCc1[nH]cnc12	1	6	0	8	0	10	7	-6	-7
Cc1ccc(-c2c(NC(=O)c3ccco3)oc3ccccc3c2=O)cc1	2	-3	0	1	4	2	-22	-4	-7
CN=C(NC)SC1CC(=O)N(c2ccccc2)C1=O (stereo not given)	-1	4	2	4	5	3	0	2	-2
O=C(Nc1cccc(F)c1)[C@@H]1CCCN1	3	6	-7	1	1	9	2	1	0
Cc1occc1C(=O)NNC(=O)c1ccccc1C(=O)O	2	-1	nt	nt	-2	nt	-8	-3	7
Cc1cc2ccccn2c1C(=O)c1ccc(Cl)c([N+](=O)[O-])c1	-4	-3	7	3	1	-5	7	4	2
COc1ccc(NC(=O)NNC(=O)COc2ccc(Cl)cc2C)cc1OC	0	4	2	-5	6	-1	-1	3	-7
Cc1cccc(C)c1C(=O)N[C@@H](Cc1ccccc1)C(=O)O	2	-6	-2	-3	-6	7	-9	-6	-8
CCCOc1ccc(-c2nc[nH]c2[N+](=O)[O-])cc1	-1	-9	-4	-5	-6	3	0	-1	-1
O=C(CN1C(=O)NC2(CCCC2)C1=O)Nc1ccc(F)c(Cl)c1	0	4	1	10	0	8	1	-6	-1
Cc1ccc(-n2c(C)c3c(C)nnc(C)c3c2C)cc1N	1	5	2	-3	2	7	7	0	1
COc1ccccc1N1CC(C(=O)NCCN2C(=O)S/C(=C\c3cccnc3)C2=O)CC1=O (stereo not given)	-1	5	4	5	2	4	nt	3	2
CCCn1c(=O)n(C)c(=O)c2c(SCc3cc(C(C)=O)ccc3OCC)nc(C3CC3)nc21	-8	-4	nt	nt	-12	nt	4	-8	2
CC(=O)Nc1ccc2c(c1)nc(CCNC(=O)c1ccco1)n2C	-3	2	-1	-3	-4	6	-2	-10	-2

Two of the compounds above, with values under each structure.
Each structure is followed by: LYPLA1 counter | pPAFAH FP inh | PAFAH1B2 inh | PAFAH2 inh | LYPLA2 counter | PAFAH1B3 inh | GSTO1 inh | PME-1 inh | PAD4 inh
> CC(NC(=O)C1CC=CCC1C(=O)O)C1CC2CCC1C2 (stereo not given)
→ -3 | 1 | 22 | 2 | 2 | 0 | 0 | -6 | -1
> O=C(Cc1cccc2ccccc12)N/N=C/c1ccc(F)cc1
→ -1 | 3 | 0 | -4 | 0 | 5 | -5 | 0 | -1

Later entries
compound	LYPLA1 counter	pPAFAH FP inh	PAFAH1B2 inh	PAFAH2 inh	LYPLA2 counter	PAFAH1B3 inh	GSTO1 inh	PME-1 inh	PAD4 inh
COc1ccccc1NC(=O)CN(Cc1ccco1)C(=O)c1ccc(-n2nc(C)cc2C)cc1	-5	-5	5	-8	-3	3	4	-15	0
C#CCOCCOCCOCCNc1nc(N2CCN(C(=O)CCCCCCCCCCNC(=O)[C@H]([C@@H](C)CC)n3cc(CCCCN=C(N)N)nn3)CC2)nc(N2CCN(C(=O)CCCCCCCCCCNC(=O)[C@H](CO)n3cc(CCCCCN)nn3)CC2)n1	-6	2	-1	0	8	-6	-7	-10	-45
O=C(COc1ccc2ccc(=O)oc2c1)Nc1nccs1	0	4	-2	0	-1	4	9	5	0
Cc1ccc(N=C2NC(=O)/C(=C/C=C/c3ccco3)S2)cc1	-9	68*	0	21	-1	13	9	15	-18
COc1ccccc1N1C(=O)CCC1(C#N)c1ccccc1 (stereo not given)	0	5	3	-6	5	3	-2	-2	4
O=c1[nH]cc(-c2ccc(Br)cc2)n1Cc1ccccc1	0	4	15	3	-4	10	0	-3	-1
Cc1nc(COc2cc3oc(=O)cc(C)c3cc2Cl)cs1	4	-11	-1	-2	5	11	-1	-1	-6
CSc1ccc(/C=N/n2c(Cc3ccc(Br)cc3)n[nH]c2=S)cc1	-6	6	12	-6	-3	-2	-19	19	-6
O=C1/C(=C/c2cccnc2)SC(=S)N1c1ccc(O)cc1	1	-5	3	2	2	-4	-24	7	-9
CC12CCC(C(=O)N(CCCCN3CCN(c4ccccn4)CC3)C1=O)C2(C)C (stereo not given)	6	5	1	0	5	7	4	-8	1
O=C(O)c1cc(S(=O)(=O)N(Cc2ccccc2)c2ccc(Cl)cc2)ccc1Cl	1	1	29*	-21	5	3	10	1	3
CCCN(C(=O)/C=C/c1nc2ccccc2s1)C1CCS(=O)(=O)C1 (stereo not given)	1	1	1	7	4	8	nt	-1	-5
O=C(Cc1ccc([N+](=O)[O-])cc1)Nc1nnc(C2CC2)s1	-2	-2	22	1	7	4	3	3	-1
C/C(=N\Nc1ccc(Cl)c(C(=O)O)c1)c1ccc(N2CCOCC2)cc1	-1	-3	3	11	0	1	3	3	-1
Cc1nnc(-c2cnn(C)c2N)n1Cc1ccccc1F	-1	-2	1	7	7	8	6	0	0
Cc1c(C(=O)N(C)Cc2cccc(F)c2)oc2c(Cl)cccc12	-2	2	3	-5	0	-2	0	-4	-2
Cc1cc(C)cc(NC(=O)COC(=O)c2ccc(CN3CCCC3=O)cc2)c1	0	14	5	86*	0	-2	nt	-6	0
CCOC(=O)Cc1csc(NC(=O)c2ccc3c(c2)OCO3)n1	-2	0	-2	15	1	-6	3	-8	-3
CCOC(=O)c1cc(-c2ccc(C)cc2)n(CC(=O)NCc2ccco2)c1C	-3	8	3	-2	-2	-14	-2	-3	0
O=C(NCCCNC(=O)c1ccccn1)c1ccc(F)cc1	-1	0	3	6	0	6	-1	-5	-3
CC1=C(C(=O)NCCc2ccc(C)cc2)C2(CCC(C)CC2)OC1=O (stereo not given)	2	-1	8	-5	6	-3	-3	2	-2
Cn1ccsc1=NC(=O)c1cc(S(=O)(=O)N2CCOCC2)ccc1F	2	3	0	9	1	2	1	4	-1
S=C(NCCCN1CCOCC1)NC1CC1	3	9	-6	-1	5	-6	12	7	-5
